GCN5L2 inh = qHTS Assay for Inhibitors of GCN5L2; Histone acetyltransferase KAT2A (Homo sapiens), Q92830; GCN5L2 HAT assay, ThioGlo1 CoA-SH fluorescence; Potency, µM (top dose mostly 58.9 µM), for inactives: at the highest dose activity change, negative = inhibition, most hits filed as inhibitors; actives 0.21% (n = 390,000)
Target sequence (Q92830 whole entry, looked up): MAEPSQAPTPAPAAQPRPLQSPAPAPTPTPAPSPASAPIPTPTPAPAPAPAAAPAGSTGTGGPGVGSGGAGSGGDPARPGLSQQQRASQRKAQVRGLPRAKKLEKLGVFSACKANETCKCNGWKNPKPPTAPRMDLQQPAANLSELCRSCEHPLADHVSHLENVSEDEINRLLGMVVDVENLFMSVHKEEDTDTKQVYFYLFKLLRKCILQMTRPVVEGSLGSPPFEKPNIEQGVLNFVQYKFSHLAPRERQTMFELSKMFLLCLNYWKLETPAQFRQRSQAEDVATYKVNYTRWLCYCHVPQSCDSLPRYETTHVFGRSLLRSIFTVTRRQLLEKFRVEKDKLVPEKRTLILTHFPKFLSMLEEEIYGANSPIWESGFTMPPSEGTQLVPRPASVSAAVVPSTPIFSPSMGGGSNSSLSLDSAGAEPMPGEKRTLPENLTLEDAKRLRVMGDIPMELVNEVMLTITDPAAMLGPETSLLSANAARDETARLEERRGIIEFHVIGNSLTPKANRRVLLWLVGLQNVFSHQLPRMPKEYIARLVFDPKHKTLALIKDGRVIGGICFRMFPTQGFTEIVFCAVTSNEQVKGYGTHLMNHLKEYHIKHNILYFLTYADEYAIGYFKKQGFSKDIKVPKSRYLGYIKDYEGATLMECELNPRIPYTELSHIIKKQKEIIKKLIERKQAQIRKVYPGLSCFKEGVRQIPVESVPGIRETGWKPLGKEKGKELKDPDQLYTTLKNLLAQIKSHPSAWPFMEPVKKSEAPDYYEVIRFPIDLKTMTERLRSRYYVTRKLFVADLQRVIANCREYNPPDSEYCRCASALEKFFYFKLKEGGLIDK
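Compounds, pin-transferred from DMSO stocks, meet 20nM GCN5L2 for 15 min before the reaction begins with H3(1-25) peptide (75uM) and acetyl-CoA (70uM). Thiol-reactive ThioGlo1 reports CoA release over 20 min at room temperature.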
TDP1 cell CPT = qHTS for Inhibitors of human tyrosyl-DNA phosphodiesterase 1 (TDP1): qHTS in cells in presence of CPT. chicken DT40 Tdp1-/-;hTDP1 cells + 20 nM CPT, ATP luminescence, 48 h. actives 12% (n = 420,000). Potency, µM (series often up to 46.2 µM), for inactives: at the highest dose activity change, negative = growth inhibition, usual class: inhibitors; also: nearly all actives have a fitted effect of over 55% in size
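Chicken DT40 Tdp1-/- cells stably complemented with human TDP1 were seeded at 400 cells/well in medium containing 20 nM camptothecin, exposed to pin-transferred compounds, and grown at 37 °C for at least 48 hr. Viability was read as ATP luminescence.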
TDP1 cell noCPT = qHTS for Inhibitors of human tyrosyl-DNA phosphodiesterase 1 (TDP1): qHTS in cells in absence of CPT | DT40 Tdp1-/- hTDP1 cells, no CPT, ATP luminescence, 48 h | Potency, µM (doses to about 46.2 µM), inactives show at the top dose activity change, negative = growth inhibition, most hits filed as inhibitors | actives 15% (n = 420,000); also: nearly all actives have a fitted effect of over 55% in size
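Chicken DT40 Tdp1-/- cells complemented with human TDP1, screened without camptothecin (DMSO vehicle only), 400 cells/well. Compounds pin-transferred, cells incubated at 37 °C for at least 48 hr. Growth read as ATP-dependent luminescence (CellTiter-Glo, 30 min at RT).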
* = called active by the depositor; ? = inconclusive; . = no result given; & = joins results of further samples; ! = a repeat was not active; [ ] = dose if it differs, or a comment. Calls follow the shape of the dose curve; as a rule, active = well fitted curve in the direction sought with a large enough effect; inconclusive = small, poorly fitted or top-dose-only effect, or another doubt; inactive = no such curve, though single readings can be large; an effect the other way counts as inactive or inconclusive. % is scaled to controls: 0 for no effect and ±100 for the full control effect; potency is read from the fitted curve at half-maximal effect. A portion of the library; the hit share may differ from the screen's.

Molecule,GCN5L2 inh,TDP1 cell CPT,TDP1 cell noCPT
Cc1ccc(C(=O)NCCSc2c(C)[nH]c3ccccc23)cc1C,-13%,18µM*,26µM*
Cc1ccc(C(=O)n2ncn(C)c2=S)cc1,5%,0%,-27%
CCN(CC)CCNCc1ccc(OCc2ccc(Cl)nc2)c(OC)c1,-3%,-5%,?
COP(=O)(OC)C(Nc1ccc(C)cc1)c1ccc([N+](=O)[O-])cc1 (centres undefined),-3%,-8%,-26%
CC1(C)C(=O)NC(=O)N1Cc1ccccc1,-2%,-1%,-10%
COCC1CCN(C(=O)c2ccc3oc(CCc4ccccc4)nc3c2)C1 (centres undefined),.,?,?
O=C(NCc1ccccn1)c1cccc(S(=O)(=O)NCc2ccccc2)c1,-4%,-5%,-26%
CN(C)c1ccc(/C=N/N(CCC#N)C2=NS(=O)(=O)c3ccccc32)cc1,-11%,10%,?

(listing goes on)
Molecule,GCN5L2 inh,TDP1 cell CPT,TDP1 cell noCPT
CCOC(=O)c1c(OCCO)nn(-c2ccccc2)c1N,4%,10%,-4%
O=C(Nc1scc(-c2ccc(Br)cc2)c1C(=O)O)c1ccccc1F,.,?,16µM*
NC(=O)CSc1cn(Cc2cccc(F)c2)c2ccccc12,4%,13µM*,?
COc1ccc(/C=C(\C#N)c2nc3ccccc3[nH]2)cc1O,-9%,15µM*,21µM*
CN1C=CC=C/C1=C1\SC(=S)N(CC(=O)O)C1=O,-3%,5%,13%
CC(C)(CCl)C(=O)Nc1ccnc(-c2ccncc2)n1,1%,0%,?
COc1cccc(NC(=O)Cn2c(-c3nonc3N)nc3ccccc32)c1,-2%,-12%,-3%
C[C@]12c3[nH]c4ccc(Cl)cc4c3CCN1C(=O)[C@@H](CC(=O)NCc1cccc(C(F)(F)F)c1)C[C@@H]2C(=O)N1CCOCC1,-6%,?,?

Carrying on.
Molecule,GCN5L2 inh,TDP1 cell CPT,TDP1 cell noCPT
COc1cc(NC(=O)Cn2c(=O)n(Cc3ccco3)c(=O)c3oc4ccccc4c32)cc(OC)c1,0%,-4%,-13%
Cc1[nH]c2ccccc2c1/C=N/NC(=O)CNC(=O)c1ccco1,-11%,1%,-25%
Cc1ccc(-c2cnc(NC(=O)CCC(=O)N3CCCCC3)n2C)cc1,-3%,-10%,?
CCN(C(=O)CSc1nccn1C)c1cccc2ccccc12,-1%,21µM*,10µM*
Cc1ccc(C(=O)Nc2ccccc2N2CCN(C(=O)C(C)C)CC2)cc1C,6%,?,13µM*
CCCOC(=O)/C=C/c1c(C)[nH]c(=O)[nH]c1=O,-4%,-12%,-14%
CC(C(=O)Nc1ccccc1Sc1ccccc1)N(c1ccccc1)S(C)(=O)=O (centres undefined),-14%,?,?
COc1ccc(C2CC(=O)Oc3c(C(CCN4CCCC(C)C4)c4ccc(N(C)C)cc4)c(OC)cc(OC)c32)cc1 (centres undefined),-23%,?,?

For reference, two of the compounds above.
Molecule,GCN5L2 inh,TDP1 cell CPT,TDP1 cell noCPT
CC(C(=O)Nc1ccccc1Sc1ccccc1)N(c1ccccc1)S(C)(=O)=O (centres undefined),-14%,?,?
COc1ccc(C2CC(=O)Oc3c(C(CCN4CCCC(C)C4)c4ccc(N(C)C)cc4)c(OC)cc(OC)c32)cc1 (centres undefined),-23%,?,?

Record cards, from the list above.
COc1ccc(C2CC(=O)Oc3c(C(CCN4CCCC(C)C4)c4ccc(N(C)C)cc4)c(OC)cc(OC)c32)cc1 (centres undefined) is listed with GCN5L2 inh = -23%; TDP1 cell CPT = ?; TDP1 cell noCPT = ?
Cc1[nH]c2ccccc2c1/C=N/NC(=O)CNC(=O)c1ccco1 is listed with GCN5L2 inh = -11%; TDP1 cell CPT = 1%; TDP1 cell noCPT = -25%

(listing goes on)
Molecule,GCN5L2 inh,TDP1 cell CPT,TDP1 cell noCPT
O=S(=O)(Nc1ccc(-c2ccc(N3CCCCC3)nn2)cc1)c1ccc(OC(F)(F)F)cc1,-22%,?,16µM*
CCCCOC(=O)c1ccc(NC(=O)COC(=O)C2CSC3(C)CCC(=O)N23)cc1 (centres undefined),-9%,-5%,-15%
Fc1ccc(Nc2nc3ccccc3n3cnnc23)c(F)c1,-3%,-1%,-21%
CC(C)NC(=O)C1(C)CCN1C(=O)c1cccc(F)c1 (centres undefined),.,-4%,-17%
COc1ccc(N2CCN(C(=O)COC(=O)c3oc4ccc(OC)cc4c3C)CC2)cc1,0%,2%,-11%
CSc1cccc(NC(=O)Cn2cccc2)c1,-15%,-12%,-27%
O=C(N/C(=C/c1cccc(Br)c1)C(=O)N1CCCCC1)c1ccco1,.,?,?
COc1cc(CO)ccc1OCC(=O)Nc1cccc2ccccc12,-25%,-14%,-4%

Following part
Molecule,GCN5L2 inh,TDP1 cell CPT,TDP1 cell noCPT
O=C(c1ccc2ccccc2n1)N1CCN(c2ccccc2O)CC1,0%,-20%,-18%
CC(C)CC(=O)NC(=S)Nc1ccc(CN2CCOCC2)cc1,-5%,-3%,-21%
CN(C(=O)COC(=O)c1cc(S(=O)(=O)N(C)C)ccc1Cl)C1CCS(=O)(=O)C1 (centres undefined),-5%,-12%,-1%
O=C(Cc1cccs1)N/N=C/c1ccc(OCc2ccccc2)cc1,11%,3%,?
CCN(CC)c1ccc(/C=N/NC(=O)c2ccoc2C)cc1,-11%,3%,?
CC(NC(=O)c1cc(F)c(F)cc1Cl)C1CC2CCC1C2 (centres undefined),-4%,-24%,?
Cc1nn(CC(=O)N2CCN(c3cccc(C(F)(F)F)c3)CC2)c(=O)c2cccn12,-5%&-2%,15µM*,23µM*
Cc1c(NC(=O)c2n[nH]c(=O)c3ccccc23)c(=O)n(-c2ccccc2)n1C,3%,2%,-10%

New compounds follow
Molecule,GCN5L2 inh,TDP1 cell CPT,TDP1 cell noCPT
O=C(NCCc1ccccc1)c1coc(=O)c(Br)c1,-11%,0.82µM*,0.58µM*
CCCCOC(=O)Nc1ccc(C(C)C)cc1,-7%,4%,-20%
CC(NC(=O)c1cc2c(=O)n(C)c3ccccc3c2n1C)c1ccc2c(c1)OCCO2 (centres undefined),.,29µM*,13µM*
CCN(Cc1ccccc1)C(=O)Cn1ncc2c(=O)oc3ccc(C)cc3c21,1%,2%,-27%
Fc1ccc(Oc2cc(N3CCOCC3)nc(-c3ccccc3)n2)c(F)c1,-8%,-2%,?
O=Cc1ccccc1OCc1nnsc1Cl,0%,?,?
Cc1cc(C)cc(OCC(=O)Nc2nc(-c3ccccn3)cs2)c1,-2%,?,?
CCNC(=S)N(Cc1ccc(OC)cc1)C1CC(=O)N(c2ccc(OCC)cc2)C1=O (centres undefined),-4%,?,?

Next part.
Molecule,GCN5L2 inh,TDP1 cell CPT,TDP1 cell noCPT
Cc1sc2ncn(CC(=O)NCc3ccco3)c(=O)c2c1-c1ccccc1,-9%,12%,-2%
O=C(N/N=C/c1cccnc1)c1cc(-c2ccccc2OCc2ccccc2)n[nH]1,-3%,?,23µM*
COCCOC(=O)C1=C(C)OC(N)=C(C#N)C1c1ccco1 (centres undefined),-2%,-1%,-14%
Cc1ccc(CN(Cc2cccn2-c2nnc(N3CCCC3=O)s2)C(=O)Nc2ccc(F)cc2)cc1,-9%,?,?
O=C(Cn1cc(S(=O)(=O)Cc2ccccc2F)c2ccccc21)NCc1ccccc1Cl,-11%,?,?
Cc1cc(OCC(=O)NCCCN2CCOCC2)c2c(C)cc(=O)oc2c1,-2%,11%,15%
COc1ccc(/C(O)=C2/C(=O)C(=O)N(CCCC(=O)O)C2c2ccc(OC)c(OC)c2)cc1 (centres undefined),-2%,-1%,-8%
Cc1nn(C2CCS(=O)(=O)C2)c(C)c1CN(C)C(=O)c1ccc(F)cc1 (centres undefined),.,-4%,-13%

Next part
The line under a structure holds: GCN5L2 inh, TDP1 cell CPT, TDP1 cell noCPT
CN1CCN(c2ccccc2NC(=O)Cn2ncc3c([nH]c4ccccc43)c2=O)CC1
 : -4%, ?, -28%
O=C(Oc1nsnc1N1CCCCC1)N1CCOCC1
 : 1%, -24%, -4%
Cc1noc(C)c1CSc1nc2ccccc2n1C
 : -6%, ?, -10%
Cc1cc(C)n(C(=O)CSc2ccc(Cl)cc2)n1
 : -10%, -4%, 1%
CCCCNC(=O)c1cc2cccc([N+](=O)[O-])c2[nH]1
 : 9%, -28%, ?
COc1cc(/C=C/C(=O)Nc2ccncc2)cc(OC)c1OC
 : -2%, 21µM*, ?
Cc1ccc(CNC(=O)C2CCC(=O)N2CCc2ccccc2)cc1 (centres undefined)
 : 17%, -23%, -7%
Cc1cccc(Nc2nc(N)nc(CN3CCN(Cc4ccc5c(c4)OCO5)CC3)n2)c1
 : -3%, -26%, -10%
O=C1NC(c2ccccc2)=C(c2ccc3ccccc3n2)C(c2ccccc2)N1 (centres undefined)
 : -5%, ?, 26µM*
Cc1cccc(NC(=O)CCN2CCC(C)CC2)c1
 : -4%, 15%, 4%

New compounds follow.
The line under a structure holds: GCN5L2 inh, TDP1 cell CPT, TDP1 cell noCPT
CCCn1nnc(NC(=O)c2ccc3ccccc3c2)n1
 : -1%, ?, -15%
CCOC(=O)c1cnc2c(N=Nc3ccccc3)c(N)nn2c1N
 : ?, -1%, -28%
COc1ccc(CNC(=O)COC(=O)C2(C)CC2(Cl)Cl)cc1 (centres undefined)
 : -1%, -4%, 16%
Cn1nc(C(=O)Nc2ccc3c(c2)OCCO3)cc1C(=O)O
 : -1%, -21%, ?
Cc1c(C(=O)OC2CCCCCC2)[nH]c2c1C(=O)CC(c1ccccc1)C2 (centres undefined)
 : -8%, 3.3µM*, 3.7µM*
COc1ccc(-c2noc3c2-c2nc(-c4ccc(Br)cc4)sc2CC3)cc1
 : ., -1%, -16%
CC(C)N1CCN(Cc2cccc(-n3cccn3)c2)CC1CCO (centres undefined)
 : 9%, -10%, -9%
O=S1(=O)CCOCCCN1Cc1ccccc1Br
 : 0%, 29µM*!, -28%&-21%
COCC(=O)Nc1cc(C(=O)N2CC3CC4CC(C3)CC2C4)c2c(c1)nc(-c1ccncc1)n2C
 : ., 1%[9.04 µM], ?
COc1ccc(-n2nc(C(=O)NCC(=O)NC3CCCC(C)C3C)c3ccccc3c2=O)c(OC)c1 (centres undefined)
 : 1%, ?, ?

More entries.
The line under a structure holds: GCN5L2 inh, TDP1 cell CPT, TDP1 cell noCPT
COc1ccccc1/C=C1\Cc2ccccc2C1=O
 : -31%, ?, ?
CC(=O)c1c(N2CCC(C(N)=O)CC2)nc(=S)n(-c2ccccc2)c1C
 : -3%, -2%, -7%
CCCC(=O)NC(c1ccccc1)c1c(O)ccc2ccccc12 (centres undefined)
 : -6%, ?, 8.2µM*
O=C(NCc1ccccc1CN1CCCC1)C1CCN(S(=O)(=O)c2ccc(Cl)cc2)CC1
 : -2%, ?, ?
Cc1cccc(C)c1NC(=O)C(NC=O)c1ccc(N(C)C)cc1 (centres undefined)
 : 1%, ?, ?
Cc1ccc(/C=N\NC(=O)Cn2c(C)nc3ccccc32)o1
 : -7%, -20%, ?
COc1cc(C)c(CN2CCC(Oc3ccc(C(=O)N4CCCC4)cc3)CC2)cc1C
 : 13%, ?, ?
O=C(NCC1CC1)C1Cc2c(-c3ccc4c(c3)OCO4)ccnc2O1 (centres undefined)
 : ., ?, 18µM*
CCS(=O)(=O)Nc1cc2c3c(c1)CCN3C(=O)CC2
 : -7%, 7%, -1%
O=C(CSC1=NNC(c2ccccn2)S1)Nc1ccc(C(F)(F)F)cc1 (centres undefined)
 : -19%, 4.1µM*, 3.7µM*

Next section:
The line under a structure holds: GCN5L2 inh, TDP1 cell CPT, TDP1 cell noCPT
Cc1cc(C)c(C(=O)COC(=O)C2CCN(c3ccc(C(F)(F)F)cn3)CC2)cc1C
 : -8%, ?, ?
O=C(NCCc1cn2ccsc2n1)C1CCCCC1
 : -11%, 10%, 9%
Cc1ccc(S(=O)(=O)Nc2c(O)ccc3ccccc23)cc1
 : ., ?, -29%
COc1ccc(C2(c3ccc(OC)cc3)NC(=O)N(CC(=O)NCC(F)(F)F)C2=O)cc1
 : -6%, 7%, 3%
O=c1cc(-c2ccc(O)c(O)c2)oc2c(C3O[C@H](CO)[C@@H](O)[C@H](O)[C@H]3O)c(O)cc(O)c12 (some centres undefined)
 : -9%, -1%, -5%
O=C(CSc1ccc(-c2ccco2)nn1)Nc1cccc(F)c1
 : ?, ?, 21µM*
O=C(Nc1ccc(C(=O)N2CCOCC2)cc1)c1cccc([N+](=O)[O-])c1
 : -2%, -2%, -24%
COc1ccc(Br)cc1CN1CCN(Cc2c[nH]c3ccccc23)CC1
 : -11%, 4.6µM*, 7.3µM*
Cc1cc(C)cc(OCC(=O)Nc2ccc(N3CCOCC3)cc2N2CCOCC2)c1
 : -4%, 21µM*, ?
Cc1cccc(C)c1OCCOC(=O)c1cccc(S(=O)(=O)N2CCOCC2)c1
 : -13%, -16%, -12%

High-throughput results (PubChem BioAssay)
